Screening data: PubChem BioAssay, NCI
NCI-60 one-dose screen, 48 h, at 10 µM unless noted. Numbers give growth in % (100 = growth as untreated, 0 = no growth, -100 = all killed).
KM12 = KM12 colon cancer cells; hit rate 5% among 82,000
PC-3 = PC-3 prostate cancer cells | AID 1794754 | hit rate 3.9% among 80,000
DU-145 = DU-145 prostate cancer; hit rate 4.2% among 81,000; AID 1794760
OVCAR-4 = OVCAR-4 ovarian cancer cells. hit rate 3.7% among 80,000. AID 1794784
OVCAR-3 = OVCAR-3 ovarian cancer | hit rate 7% among 79,000
OVCAR-8 = OVCAR-8 ovarian cancer. hit rate 4.4% among 81,000
HCC-2998 = HCC-2998 colon cancer | AID 1794799 | hit rate 4.7% among 79,000
OVCAR-5 = OVCAR-5 ovarian cancer; hit rate 2.9% among 82,000; AID 1794783
SW-620 = SW-620 colon cancer | hit rate 5.2% among 82,000
* = called active by the depositor; nt = not tested or not shown; & = joins results of further samples; [ ] = dose if it differs, or a comment. How the source made its calls: active means growth percent below 10; inactive means the rest.

Under each structure: DU-145	OVCAR-3	PC-3	SW-620	KM12	HCC-2998	OVCAR-8	OVCAR-5	OVCAR-4
1: CN1CCN(c2ccc(NC(=O)c3cncnc3Nc3ccc(OCc4cccc(F)c4)c(Cl)c3)cc2)CC1
  80	82	68	-30*	76	71	77	76	72
2: CCC(=O)Oc1ccc(/C=N/NC(N)=S)nc1
  28	57	54	49	60	nt	24	108	56
3: O=C(O)c1ccc(/C=N\N=C\c2ccco2)cc1
  104	101	98	97	99	101	100	102	108
4: OCc1ncc(-c2ccc(C(F)(F)F)cc2)c(NC2CCCCCC2)n1
  108	106	95	105	97	111	105	98	111
5: COc1ccc(C(=O)OC2C(OC3C(O)COC(O[C@H]4C[C@H]5[C@@H]6CC=C7C[C@@H](O)CC[C@]7(C)[C@H]6CC[C@]5(C)[C@H]4[C@H](C)C(=O)CCC(C)C)C3OC(N)=O)OCC(O)C2O)cc1 (stereo partly drawn)
  33	58	-28*	-62*	27	53	25	36	44
6: CN(C)c1ccccc1C(=O)N/N=C/c1ccc(F)cc1
  111	112	100	101	98	96	103	114	98
7: NS(=O)(=O)c1ccc(N/N=C(\CS(=O)(=O)c2ccccc2)c2cc3cc(Br)ccc3o2)cc1
  105	107	91	108	107	105	90	95	nt
8: C[N+]1(C)CCN(CC(O)(c2ccccc2)C2CCCCC2)CC1 (stereo not drawn)
  113	109	77	102	105	94	104	90	109
9: COc1ccccc1NC(=O)N/C(N)=N/c1nc2ccccc2s1
  19	-19*	25	26	10	29	27	35	51
10: Cc1ccc(N2CCN(CCCN3CCN(c4ccccc4Cl)CC3)CC2)cc1
  119	105	71	97	95	87	92	91	80

Limited to PC-3, for some of the entries so far:
no. | smiles | PC-3
3 | O=C(O)c1ccc(/C=N\N=C\c2ccco2)cc1 | 98
9 | COc1ccccc1NC(=O)N/C(N)=N/c1nc2ccccc2s1 | 25
10 | Cc1ccc(N2CCN(CCCN3CCN(c4ccccc4Cl)CC3)CC2)cc1 | 71
7 | NS(=O)(=O)c1ccc(N/N=C(\CS(=O)(=O)c2ccccc2)c2cc3cc(Br)ccc3o2)cc1 | 91

The listing continues:
Under each structure: DU-145	OVCAR-3	PC-3	SW-620	KM12	HCC-2998	OVCAR-8	OVCAR-5	OVCAR-4
11: COc1cc(C)c2c(c1OC)C(=O)CC2
  112	123	106	107	115	111	110	104	109
12: CC(=O)N1N=C(C2C(=O)N(C)C(=O)N(C)C2=O)CC1c1ccccc1C(=O)O (stereo not drawn)
  103	109	95	107	114	113	103	104	113
13: CCN1CCN(CC(=O)NC23CC4CC(CC(C4)C2)C3)C(=O)c2ccccc2C1=O
  107	105	98	91	101	99	118	95	106
14: C=C(C)[C@@H]1CC[C@]2(C(=O)NCCCCCN(CCC#N)CCC#N)CC[C@]3(C)[C@H](CC[C@@H]4[C@@]5(C)CCC(=O)C(C)(C)[C@@H]5CC[C@]43C)[C@@H]12
  96	111	92	97	101	110	106	96	86
15: CCCc1cc2c(cc1NC(=O)C1C(C=C(C)C)C1(C)C)OCO2 (stereo not drawn)
  102	105	73	97	90	107	97	98	85
16: C=C1C(=O)O[C@H]2[C@H]1CC/C(COC(=O)NCCc1cccc(OC)c1)=C\CC[C@@]1(C)O[C@@H]21
  16	-20*	51	-11*	64	84	17	75	40
17: COc1ccc(C(=O)Nc2ccc(Oc3cc4cc(OC)c(OC)cc4nc3C)cc2)cc1OC
  93	115	84	106	96	131	97	104	91
18: COc1cc(-c2n[nH]nc2-c2cccnc2)cc(OC)c1OC
  119	119	74	108	113	98	nt	107	98
19: Cc1nnsc1-c1n[nH]c(=S)n1N
  102	110	91	104	110	nt	108	108	113
20: COc1ccc(-c2nn(-c3ccccc3)cc2/C=C/C(=O)C(=O)O)cc1
  107	91	105	112	105	117	111	98	111
21: COc1cc(/C=C/C(=O)c2ccc(NC(=O)CSc3nnc(-c4cc(OC)c(OC)c(OC)c4)n3-c3ccccc3)cc2)cc(OC)c1OC
  26	-18*	28	-76*	-6.7*	-92*	10	61	55
22: CC(=O)SC(CC(=O)O)C(=O)O (stereo not drawn)
  135	134	99	113	111	112	110	118	103
23: CNc1ccc(-c2nc3sccn3c2-c2ccnc(SC)n2)cc1
  117	107	96	98	102	93	99	116	104
24: CCOC(=O)c1ccc(Nc2ccnc(SCC(=O)c3ccc(C(F)(F)F)cc3)n2)cc1
  98	103	84	96	100	100	98	93	94
25: C=CCO[C@H]1CO[C@H]2[C@@H]1OC[C@@H]2Oc1ccc(Nc2ccnc(Nc3ccc(O[C@H]4CO[C@H]5[C@@H]4OC[C@@H]5OCC=C)c(Cl)c3)n2)cc1Cl
  -50*	-86*	14	-59*	-72*	-93*	-4.2*	-56*	-87*
26: CC1CC(c2ccc(N(C)C)cc2)=NN1c1nc(O)c(C2=c3ccccc3=NC2=O)s1 (stereo not drawn)
  106	102	96	110	98	107	94	104	104
27: CCn1c(SCC(=O)c2ccccc2)nnc1-c1ccncc1
  105	112	94	100	105	nt	100	94	107
28: CCOC(=O)c1ccc(N(C=O)CCC(=O)CCl)cc1
  -26*	-5.4*	26	7.9*	5.0*	14	3.7*	5.0*	19
29: C=CCOC(=O)C1=CNC2=C(C(O)CC(c3ccccc3)C2)C1c1ccc(O)cc1 (stereo not drawn)
  107	100	95	105	98	102	102	100	111
30: OC1CN=C(C(c2ccccc2)c2ccccc2)NC1 (stereo not drawn)
  109	105	95	103	100	108	104	100	108
31: CCNC(=O)Oc1ccc(/C(=C(/C)c2ccc(OC)cc2)c2ccc(OCCN3CCCC3)cc2)cc1
  101	92	72	96	96	104	90	92	100
32: COc1cc2c(cc1-c1c(C)noc1C)ncc1nc(C3CCOCC3)n(C3CCC(OC(F)F)CC3)c12 (stereo not drawn)
  73	45	45	76	44	56	69	71	49
33: CC(=O)c1ccc(NC(=O)CSc2nnc(-c3ccc4nc(-c5ccccc5)[nH]c4c3)o2)cc1
  105	130	102	106	107	118	102	86	109
34: Cc1ccc(-c2nc3ccc(Cl)cn3c2NC2CCCCC2)o1
  104	90	45	83	89	102	93	108	71
35: Oc1c(Cl)cc(Cl)cc1CN(Cc1cc(Cl)cc(Cl)c1O)C1CCCCC1
  105	107	93	101	102	87	95	100	100
36: COc1cccc(-c2cn3nc(-c4cn(C)c5ccc(Br)cc45)sc3n2)c1
  116	112	nt	96	102	97	100	101	103
37: OCc1nc2ccccc2s1
  115	100	94	104	105	114	100	103	96
38: C=CCn1c(SCC(=O)Nc2ccc(C(=O)/C=C/c3ccc(OC)cc3)cc2)nnc1-c1cc(-c2ccccc2)nc2ccccc12
  102	101	88	100	100	107	102	92	101
39: CSCC(C)C(N)C(=O)O (stereo not drawn)
  106	102	99	106	103	115	nt	101	104
40: Cc1c/c(=N\NC(=O)Nc2ccc(C(F)(F)F)cc2)oc2cc(O)ccc12
  109	104	86	107	100	87	97	104	115
41: COC(=O)c1cc2ccccc2c2ccccc12
  104	112	93	105	103	98	106	98	98
42: O=c1c2ccccc2ncn1-c1ccc(Cl)cc1
  112	88	109	101	111	107	108	105	106
43: c1ccc(Nc2nc(-c3ccccn3)cs2)nc1
  27	40	38	30	29	38	14	53	nt
44: C/C(=N/NC(=S)NC1CCCCC1)c1sc(Nc2cccc(Cl)c2)nc1C
  109	116	79	106	86	105	91	106	106
45: CC(C)(O)CN(C(=O)c1ccccc1)C1CCCCC1
  101	113	92	100	115	104	99	106	100
46: N=C(N)c1ccc(OCCCCCOc2ccc(C(=N)N)cc2)cc1
  63	64	74	55	38	55	17	nt	47
47: N#Cc1c(-c2ccc(F)cc2)nc(SCc2ccc(F)cc2)[nH]c1=O
  99	91	96	100	103	95	52	99	27
48: Brc1ccc2[nH]cc(-c3nc(-c4c[nH]c5ncccc45)cs3)c2c1
  40	52	38	6.4*	21	60	46	64	nt
49: COc1ccc(C2SCC(=O)N2CCc2cccs2)cc1 (stereo not drawn)
  112	105	108	104	110	114	102	104	94
50: C=C(C)COC(=O)c1c(C)cc(C)cc1C
  99	109	112	113	106	111	101	95	108

Gathered by group, those above containing a furan ring, fused or not
Under each structure: DU-145	OVCAR-3	PC-3	SW-620	KM12	HCC-2998	OVCAR-8	OVCAR-5	OVCAR-4
3: O=C(O)c1ccc(/C=N\N=C\c2ccco2)cc1
  104	101	98	97	99	101	100	102	108
7: NS(=O)(=O)c1ccc(N/N=C(\CS(=O)(=O)c2ccccc2)c2cc3cc(Br)ccc3o2)cc1
  105	107	91	108	107	105	90	95	nt
34: Cc1ccc(-c2nc3ccc(Cl)cn3c2NC2CCCCC2)o1
  104	90	45	83	89	102	93	108	71

The listing continues:
Under each structure: DU-145	OVCAR-3	PC-3	SW-620	KM12	HCC-2998	OVCAR-8	OVCAR-5	OVCAR-4
51: O=C1NN(C(=O)c2ccc3ccccc3c2)C(c2ccccc2)=N/C1=C\c1cn(-c2ccccc2)nc1-c1ccccc1
  94	103	78	79	98	115	80	105	112
52: C=C1CC[C@H](C(C)C)[C@@H]2[C@H]1[C@H]1CC(=C)[C@@H](O)CC[C@@](C)(O)[C@@H]2O1
  102	101	90	97	96	78	99	79	98
53: COc1cc2c3c(c1O)-c1cc4c(cc1CC3OCC2)OCO4 (stereo not drawn)
  112	119	76	108	104	102	102	106	84
54: Clc1nc(N2CCC3(CC2)OCCO3)ncc1Br
  107	101	97	106	100	94	105	102	99
55: Cc1cc(-c2cc(OC(=O)c3ccccc3)ccc2Cl)cc2nnc(Nc3ccc(OCCN4CCCC4)cc3)nc12
  83	86	-20*	105	91	109	69	81	-40*
56: C=C1C(=O)O[C@@H]2C[C@@H](C)C(=O)C/C=C(\C)CC[C@@H]12
  101[2 µM]	114[2 µM]	100[2 µM]	113[2 µM]	106[2 µM]	116[2 µM]	103[2 µM]	109[2 µM]	115[2 µM]
57: COc1ccc(/C=C2\Cc3c(F)ccc(Br)c3C2=O)c(OC)c1
  103	110	90	100	103	114	102	99	103
58: O=C1c2cccc(S(=O)(=O)O)c2C(=O)c2cccc([N+](=O)[O-])c21
  123	104	100	98	107	100	98	101	111
59: N#CC1(C#N)C(c2cccs2)NC(c2cccs2)C1(C#N)C#N (stereo not drawn)
  102	98	95	108	100	100	101	109	93
60: Clc1nc2nc3n(c2nc1Cl)CCC3
  122	102	105	107	108	100	97	96	105
61: CN(C(=O)c1cc2c(cc1Br)OCO2)c1cccc2ccccc12
  99	91	76	92	89	101	93	85	89
62: O=C1CCCc2cc(OCC(=O)N3CCCCC3)ccc2N1
  122	110	109	106	108	122	104	123	103
63: Nc1ccc(Cc2ccc(N)c(Br)c2)cc1Br
  103&98	99&92	85&77	97&79	73&80	96	88&92	102&93	81&84
64: O=C1CCN2NC(=O)c3ccccc3N=C2N1
  117	102	91	100	107	104	101	104	101
65: N#Cc1nnc2cc(-c3ccccc3)nn2c1-c1ccco1
  106	120	97	102	101	113	107	108	100
66: Cc1cc2nc(-c3ccc4c(c3)OCO4)n3c(=O)cc(C)n3c2cc1C
  104	110	89	105	98	106	91	102	89
67: CCN(CC)CCn1cnc2ccccc2c1=O
  106	104	96	91	107	104	100	101	108
68: COC(=O)c1ccc2c(c1)C(=O)N(c1ccccc1)C2=O
  102	103	95	99	99	104	96	106	91
69: COC(=O)C(=O)C(C(=O)Nc1cccc(C)c1C)C1Sc2ccccc2NC1=O (stereo not drawn)
  102	92	79	87	72	92	102	99	90
